Compound activity (PubChem)
AMA1 RON2 block: disrupts binding of P. falciparum AMA1 to RON2. actives 0.2% (n = 360,000). AID 720542. Potency, µM (series often up to 58.2 µM), for the others: top-dose activity change, negative = inhibition, hits mostly inhibitors. AlphaScreen AMA1-biotinylated RON2 peptide binding;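 further: potency means the concentration at half of the fitted maximal effect; 0% = vehicle wells and -100% = peptide control; nearly all actives have a fitted effect of over 45% in size; some results filed as inactive show a strong effect at the top dose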
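AMA1 (3D7) with his tag at 25 nM final met compounds first, then biotinylated RON2 peptide at 25 nM; detection used donor plus acceptor beads, 10 µg/mL apiece, read by AlphaScreen after 30 min at room temperature.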
LmPK inh: LmPK (Leishmania mexicana) enzyme inhibition; Q27686; purified LmPK, Kinase-Glo ATP luminescence, 1 h; Potency, µM (highest dose often 57.5 µM), inactives show at the top dose activity change, negative = inhibition, most hits filed as inhibitors; actives 0.37% (n = 290,000); AID 1721; further: potency means the concentration at half of the fitted maximal effect
Target sequence (Q27686 whole entry, looked up): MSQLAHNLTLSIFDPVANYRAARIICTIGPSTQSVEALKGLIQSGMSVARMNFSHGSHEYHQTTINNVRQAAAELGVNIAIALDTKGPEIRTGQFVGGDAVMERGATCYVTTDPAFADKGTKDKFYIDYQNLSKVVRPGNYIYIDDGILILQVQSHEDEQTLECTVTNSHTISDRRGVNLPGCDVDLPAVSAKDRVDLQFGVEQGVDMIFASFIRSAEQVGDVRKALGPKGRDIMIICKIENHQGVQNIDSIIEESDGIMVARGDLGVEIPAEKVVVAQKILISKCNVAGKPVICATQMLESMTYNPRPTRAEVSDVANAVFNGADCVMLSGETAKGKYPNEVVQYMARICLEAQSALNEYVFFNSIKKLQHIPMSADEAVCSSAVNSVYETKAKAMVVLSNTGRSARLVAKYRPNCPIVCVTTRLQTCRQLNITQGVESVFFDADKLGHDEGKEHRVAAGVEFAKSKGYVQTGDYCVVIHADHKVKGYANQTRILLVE
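In 50 mM imidazole pH 7.2 with 7 mM MgCl2, LmPK (0.1 nM) turned over PEP (0.5 mM) and ADP (0.1 mM) for 1 h at room temperature. Luciferase read-out of ATP.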
HCMV antiviral: inhibitors of human cytomegalovirus | AID 1259415 | activity change, negative = inhibition, % at 57.5 µM | HFF cells, HCMV-luciferase reporter, 72 h; hits give low values | actives 4.5% (n = 410,000); in the data active means activity change below about -60%; inconclusive means no clear call, values can overlap the other calls; inactive means above about -39%
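Steps: HFFs plated, 16 h 37C; compounds added; HCMV-luciferase added to MOI 1 PFU/cell; 72 h 37C; OneGlo reagent, 5 min room temperature; luminescence read, normalized to controls.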
AmpC inh no detg: inhibitors of E. coli AmpC beta-lactamase without detergent. P00811. AmpC nitrocefin hydrolysis, absorbance 480 nm, 0.0001% Triton. Potency, µM (top dose mostly 57.1 µM), for inactives: at the highest dose activity change, negative = inhibition, hits mostly inhibitors. actives 0.52% (n = 330,000). AID 485341;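 further: potency means the concentration at half of the fitted maximal effect; plate controls were no compound for no effect and no enzyme for full effect; nearly all actives have a fitted effect of over 20% in size; some results filed as inactive show a strong effect at the top dose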
Target sequence (P00811 whole entry, looked up): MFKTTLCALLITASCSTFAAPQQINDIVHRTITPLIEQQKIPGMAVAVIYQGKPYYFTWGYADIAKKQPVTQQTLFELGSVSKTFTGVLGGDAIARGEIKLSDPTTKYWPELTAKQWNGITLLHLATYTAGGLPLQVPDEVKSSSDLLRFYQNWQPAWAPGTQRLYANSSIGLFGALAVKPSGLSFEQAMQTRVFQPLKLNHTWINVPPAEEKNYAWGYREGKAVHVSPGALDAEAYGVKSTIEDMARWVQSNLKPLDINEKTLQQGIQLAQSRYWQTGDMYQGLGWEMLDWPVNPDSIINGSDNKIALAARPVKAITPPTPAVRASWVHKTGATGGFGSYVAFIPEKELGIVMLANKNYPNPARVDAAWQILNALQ
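20 mM phosphate pH 7.0 + 0.01% (detergent screen) or 0.0001% Triton X-100; 5.3 nM AmpC reagent; cpd preinc 15 min RT; nitrocefin (800 uM stock) to start; A480 q20 s × 4 min; Activity was normalised to no-enzyme and no-compound control wells.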
TbPYK inhibitor: blocks Trypanosoma brucei pyruvate kinase; TbPYK enzyme, Kinase-Glo Plus ATP luminescence, 45 min; Potency, µM (top dose mostly 76.8 µM), inactives show at the highest dose activity, negative = inhibition, hits mostly inhibitors; actives 0.12% (n = 410,000); further: potency means the concentration at half of the fitted maximal effect; nearly all actives have a fitted effect of over 50% in size
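T. brucei PYK with substrate was exposed to pin-transferred compounds across a concentration series, then started with 130 uM ADP (final). After 45 min at room temperature, Kinase-Glo Plus luminescence was read, normalized and curve-fitted.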
Sm TGR block: S. mansoni TGR enzyme inhibition; purified TGR, DTNB reduction, TNB absorbance 405 nm; Potency, µM (series often up to 114 µM), for inactives: at the highest dose activity change, negative = inhibition, usual class: inhibitors; actives 3% (n = 360,000); AID 485364; further: potency means the concentration at half of the fitted maximal effect; nearly all actives have a fitted effect of over 60% in size
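First, TGR (20 nM dispensed) and NADPH were mixed with compound. Second, a 15 min room-temperature incubation followed. Third, further NADPH and then DTNB were added to start the reaction. Finally, TNB absorbance was monitored kinetically.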
AmpC detergent: AmpC beta-lactamase inhibition with detergent present. P00811. actives 0.041% (n = 370,000). Potency, µM (doses to about 114 µM), for inactives: top-dose activity change, negative = inhibition, actives largely listed as inhibitors. AmpC hydrolysis of nitrocefin, absorbance 480 nm, 0.01% Triton. AID 485294;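 further: potency means the concentration at half of the fitted maximal effect; 0% = no-compound wells and -100% = no-enzyme wells; nearly all actives have a fitted effect of over 25% in size; some results filed as inactive show a strong effect at the top dose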
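AmpC (5.3 nM in the dispensed reagent) in 20 mM phosphate pH 7.0 with 0.01% (detergent screen) or 0.0001% Triton X-100 was preincubated with compounds for 15 min at room temperature. Nitrocefin was then added from an 800 uM solution, and hydrolysis was followed at 480 nm.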
The depositor's hits bear a star; u = inconclusive; x = not tested or not shown; & = joins results of further samples; [ ] = remark or other dose. Unless noted, the call rests on the fitted dose curve; in most records, active means well fitted curve in the direction sought with a large enough effect; inconclusive means small, poorly fitted or top-dose-only effect, or another doubt; inactive means no such curve, though single readings can be large; an effect the other way counts as inactive or inconclusive. Unless noted, on the % scale 0 is the no-effect control and ±100 the full control effect.

Screens by letter – A = AMA1 RON2 block; B = LmPK inh; C = HCMV antiviral; D = AmpC inh no detg; E = TbPYK inhibitor; F = Sm TGR block; G = AmpC detergent
compound: CN(C)c1ccc(CNC(=O)C2CCN(S(=O)(=O)c3ccc4c(c3)oc(=O)n4C)CC2)cc1
  A: -4%; B: -6%; C: 2&-2; D: -10%; E: 4%&-3%; F: 2%&-3%; G: -12%&20%
compound: CCc1ccc(NC(=O)C2CCN(S(C)(=O)=O)CC2)cc1
  A: -1%; B: 5%; C: 13; D: -7%; E: 1%; F: 8%; G: 4%
compound: COc1cc2c(cc1OC)C(c1c(-c3c(Cl)cccc3Cl)noc1C)=NCC2
  A: -13%; B: x; C: -18; D: x; E: -8%; F: x; G: x
compound: CN(C)S(=O)(=O)Oc1ccsc1C(=O)Nc1ccc(Br)cc1
  A: -1%; B: 9%; C: 2; D: -24%; E: 3%; F: 0%; G: -1%
compound: CC(C)NC(=O)CSc1nccc(-c2cccs2)n1
  A: 18%; B: -8%; C: -28; D: -8%; E: -5%; F: -1%; G: -5%
compound: O=C(Nc1c(C(=O)N2CCCCC2)cnn1-c1ccccc1)c1ccccc1F
  A: 9%; B: 1%; C: -2; D: 9%; E: 1%; F: 3%; G: 3%
compound: COc1cc(-c2nnc(Sc3ccc(C(F)(F)F)cc3[N+](=O)[O-])o2)cc(OC)c1OC
  A: -1%; B: 1%; C: 2; D: -9%; E: -4%; F: 3%; G: -7%
compound: O=C(NCC(=O)N(c1cccnc1)C(C(=O)NC1CCCC1)c1ccco1)c1cccs1 (stereo not given)
  A: 0%; B: 1%; C: -10; D: 4%; E: -7%; F: 8%; G: 0%
compound: CCN1C(=O)[C@H]2[C@@H](c3ccc(OC)cc3)N[C@]3(CCCN(Cc4cccn4C)C3=O)[C@H]2C1=O
  A: -3%; B: x; C: 17; D: x; E: -7%; F: x; G: x
compound: CC1=NN(C(N)=S)C(=O)C1N=Nc1ccc(F)cc1 (stereo not given)
  A: 98%[activator]; B: -3%; C: -8; D: -15%; E: -3%; F: -4%; G: 5%
compound: O=C(OCc1nnc(-c2ccccc2)o1)c1cc2ccccc2cc1O
  A: 11%; B: 0%; C: 35; D: -33%; E: 1%; F: 0%; G: 3%
compound: O=C(CSc1nc2ccccc2c(=O)n1-c1ccccc1)N1CCN(CCO)CC1
  A: 11%; B: 0%; C: -31; D: -6%; E: 1%; F: -2%; G: -1%
compound: COc1ccc(Cn2nnnc2C(c2cc3cccc(C)c3[nH]c2=O)N2CCN(C)CC2)cc1 (stereo not given)
  A: 8%; B: -1%; C: 39; D: 31%; E: -1%; F: x; G: 6%
compound: CCN(C[C@H]1N[C@@](CC)(C(=O)OC)[C@H]2C(=O)N(C)C(=O)[C@@H]12)S(=O)(=O)c1ccc(-c2ccccc2)cc1
  A: 4%; B: x; C: -22; D: 210%[activator]; E: 1%; F: x; G: x
compound: Cc1ccc(C(=O)N2CCCC(C(=O)c3cc(F)ccc3F)C2)s1 (stereo not given)
  A: -3%; B: 0%; C: u; D: -8%; E: 2%; F: -6%[57.1 µM]; G: -7%
compound: CC(C)(C)NC(=O)C1N(c2cccnc2)C(=O)C2C(C(=O)Nc3ccccc3F)C3(C)C=CC21O3 (stereo not given)
  A: 8%; B: -1%; C: 20; D: -15%; E: -4%; F: 0%; G: u
compound: Cc1ccc(NC(=O)C2CCCN(S(=O)(=O)c3ccc4[nH]c(=O)ccc4c3)C2)c(C)c1 (stereo not given)
  A: -3%; B: 0%; C: -1; D: 3%; E: 0%; F: 1%; G: u
compound: CN1C(=O)/C(=C2\SC(=S)N(C(CCC(=O)O)C(=O)O)C2=O)c2ccccc21 (stereo not given)
  A: -8%; B: -5%; C: 85; D: -12%; E: -12%; F: 3%; G: 0%
compound: CSc1nnc2ccc(-c3cccs3)nn12
  A: 3%; B: 0%; C: 25; D: -3%; E: -4%; F: 0%; G: u
compound: CCN(CC)CCNc1nc(-c2ccccc2)c2c(c1C#N)CC(C)(C)OC2
  A: 8%; B: 2%; C: -16; D: 20%; E: 4%; F: 0%; G: -1%
compound: Cc1c(C(=O)O)nn(-c2ccccc2)c(=O)c1C#N
  A: 3%; B: 9%; C: 13; D: -10%; E: 1%; F: 8%; G: 1%
compound: CSCC[C@H](NC(=O)OC(C)(C)C)c1nnc(SCC(=O)Nc2c(C)cccc2C)o1
  A: 5%; B: 7%; C: u; D: 19%; E: 10%; F: 7%[11.4 µM]; G: -4%
compound: O=C(NCCOCCn1c(=O)oc2ccccc21)Nc1cccc(Cl)c1
  A: x; B: x; C: -4; D: x; E: -8%; F: 3%; G: 18%
compound: O=C(CSc1nc2ccccc2c(=O)n1-c1ccccc1)N/N=C/C=C/c1ccccc1[N+](=O)[O-]
  A: 58%[activator]; B: 0%; C: -20; D: -33%; E: 1%; F: 1%; G: -12%
compound: O=S(=O)(CC(CN1CCCCC1)N1CCCCC1)c1ccc2ccccc2c1 (stereo not given)
  A: 14%; B: -3%; C: -73*; D: 0%; E: -1%; F: -16%; G: -7%
compound: COCCNc1cnn(-c2ccccc2)c(=O)c1Cl
  A: 18%; B: -5%; C: 8; D: 4%; E: 5%; F: 9%; G: -16%
compound: CCOc1ccc(Cl)cc1S(=O)(=O)n1cnc2cc(C)c(C)cc21
  A: -3%; B: 3%; C: 3; D: 2%; E: -2%; F: 1%; G: -7%
compound: COC(=O)Cn1c(O)c(N=NC(=O)OC)c2ccccc21
  A: 43%[activator]; B: -1%; C: -28; D: -7%; E: 0%; F: 0%; G: -6%
compound: COc1ccccc1S(=O)(=O)Cc1ccc(C(=O)NC2CCCCCC2)o1
  A: 9%; B: 0%; C: 30; D: 10%; E: -2%; F: -32%; G: u
compound: CC(C)CCNC(=O)COc1cccc2c1OC(C)(C)C2
  A: 1%; B: 3%; C: -9; D: -2%[11.4 µM]; E: 3%; F: 5%; G: -14%

Compounds from the list above that contain a Cl atom, in the order listed:
Screens by letter – A = AMA1 RON2 block; B = LmPK inh; C = HCMV antiviral; D = AmpC inh no detg; E = TbPYK inhibitor; F = Sm TGR block; G = AmpC detergent
compound: COc1cc2c(cc1OC)C(c1c(-c3c(Cl)cccc3Cl)noc1C)=NCC2
  A: -13%; B: x; C: -18; D: x; E: -8%; F: x; G: x
compound: O=C(NCCOCCn1c(=O)oc2ccccc21)Nc1cccc(Cl)c1
  A: x; B: x; C: -4; D: x; E: -8%; F: 3%; G: 18%
compound: COCCNc1cnn(-c2ccccc2)c(=O)c1Cl
  A: 18%; B: -5%; C: 8; D: 4%; E: 5%; F: 9%; G: -16%
compound: CCOc1ccc(Cl)cc1S(=O)(=O)n1cnc2cc(C)c(C)cc21
  A: -3%; B: 3%; C: 3; D: 2%; E: -2%; F: 1%; G: -7%

Next part
Screens by letter – A = AMA1 RON2 block; B = LmPK inh; C = HCMV antiviral; D = AmpC inh no detg; E = TbPYK inhibitor; F = Sm TGR block; G = AmpC detergent
compound: COc1cc2c(cc1OC)C(Nn1cnnc1)=NC1(CCCC1)C2
  A: 0%; B: 10%; C: 14; D: -10%; E: -2%; F: -2%; G: 1%
compound: CCn1c(=O)n(CC)c2cc(NS(=O)(=O)c3ccccc3)ccc21
  A: -10%; B: 2%; C: 165; D: -10%; E: 0%; F: 4%; G: -6%
compound: Cc1ccc(C(=O)COC(=O)c2cccc(NC(=O)c3ccc(Cl)cc3Cl)c2)cc1
  A: x; B: x; C: 12; D: x; E: 2%; F: 3%; G: 13%
compound: COCCN1Cc2cccc(C(=O)NCC3CCN(CC(C)C)C3)c2C1=O (stereo not given)
  A: 14%; B: 15%; C: -14; D: 91%[activator]; E: 3%; F: -8%; G: 1%
compound: C=CCNc1nc(C(=O)OCC(=O)NCc2cccc(Cl)c2)cs1
  A: -4%; B: x; C: -5; D: -20%; E: 0%; F: 1%; G: 1%
compound: CC(=O)Nc1ccc(S(=O)(=O)Nc2nnc(C)s2)cc1
  A: -11%; B: x; C: 30; D: x; E: 2%; F: x; G: x
compound: Cc1cccc(N(C)C(=O)CCS(=O)(=O)c2ccc3c(c2)n(C)c(=O)c(=O)n3C)c1
  A: x; B: x; C: -33; D: x; E: -7%; F: 9%; G: 1%
compound: CCOC(=O)C1CCN(C(c2ccc(OCC)cc2)c2c(O)cc(C)n(CCOC)c2=O)CC1 (stereo not given)
  A: x; B: x; C: -5; D: x; E: -5%; F: 10µM*; G: -5%
compound: O=S(=O)(Nc1cccc(-c2nc3cccnc3s2)c1)c1ccc2c(c1)CCCC2
  A: 1%; B: 2%; C: 6; D: -28%; E: 6%; F: 5%; G: -1%
compound: Cc1ccc(-n2[nH]c(C)c(/C=N/Nc3ccc([N+](=O)[O-])cc3[N+](=O)[O-])c2=O)cc1
  A: -7%; B: u; C: u; D: -22%; E: -12%; F: -2%; G: -13%
compound: Cc1cccc(/C=C/c2onc(C)c2S(=O)(=O)N2CCC(C(=O)N3CCCCC3)CC2)c1
  A: -7%; B: 14%; C: 0; D: 118%[activator]; E: 2%; F: -23%&23%; G: -6%&3%
compound: COC(=O)c1nn(C23CC4CC(CC(C4)C2)C3)c2c1C(=O)N(c1ccc(Br)cc1)C2=O
  A: -4%; B: 2%; C: -6; D: -14%; E: 0%; F: 1%; G: 3%
compound: COc1cc2c(cc1OC)C(c1ccc(-c3ccc(Cl)c(Cl)c3)o1)=NCC2
  A: -27%; B: 13µM*; C: -13; D: 76%[activator]; E: -28%; F: u; G: 3%
compound: CCN(CC)C(=O)C1CCCN(C(=O)c2cc(COc3ccc4ncccc4c3)on2)C1 (stereo not given)
  A: 3%; B: -8%; C: u; D: 90%[activator]; E: 7%; F: -5%; G: -2%
compound: CC(C)c1onc(C(=O)Nc2ccc3c(c2)OCO3)c1[N+](=O)[O-]
  A: 14%; B: -2%; C: x; D: -23%; E: 8%; F: -33%; G: 5%
compound: O=C1C(=O)N(C2CCN(C(=O)c3ccc(F)cc3)CC2)CCN1Cc1ccc(F)cc1
  A: x; B: x; C: -4; D: x; E: -4%; F: -2%; G: 1%
compound: C[C@@H](CN1CCC[C@H]1CN1C(N)=NC[C@@H]1Cc1ccccc1)N1C[C@@H](Cc2ccccc2)N(CCc2ccc(Cl)c(Cl)c2)C1=N
  A: -22%; B: x; C: x; D: 128%[activator]; E: -3%; F: x; G: x
compound: COc1ccc(S(=O)(=O)N(C)C)cc1NC(=O)Cc1cccs1
  A: -9%; B: -2%; C: 7; D: -3%; E: -1%; F: -7%; G: 2%
compound: Cc1cc(NCCc2ccccc2F)n2ncnc2n1
  A: 10%; B: 2%; C: -7; D: 12%; E: -3%; F: 0%; G: -3%
